hgDAF12 agonist: hgDAF-12 agonism, primary luciferase screen; HEK293 GAL4-hgDAF12 UAS-luciferase reporter, agonist luminescence; normalized to butyrate control; activation, % at 6.8 µM; hit rate 1.8% among 370,000; AID 687014;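 active = activation above a cutoff set at the mean of all screened compounds plus 3 SD, cut at about 10% in these data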;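 also: 0% = DMSO wells and 100% = sodium butyrate wells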
hcDAF12 agonist: activates DAF-12 receptor from parasite H. contortus. HEK293 hcDAF-12 lit1-tk-luc reporter, luminescence; 0% DMSO, 100% Δ7-dafachronic acid. activation, % at 6.8 µM. hit rate 1.4% among 370,000. AID 652067;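 active = activation above the mean of all tested compounds plus 3 SD, cut at about 5.5% in these data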;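 also: 100% = response to 3 µM Δ7-dafachronic acid high control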
DAX1 inh-1: inhibitors of DAX1 repression of SF-1 activated StAR promoter; HEK293T StAR-luciferase reporter, SF-1/DAX-1 repression relief; AID 652010; inhibition, % at 6.8 µM; hit rate 1.1% among 370,000;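 active = inhibition above the mean over all tested compounds plus 3 SD, cut at about 3.6% in these data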;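 also: 0% = DAX-1 cells with DMSO and 100% = cells lacking DAX-1 with DMSO; higher inhibition means more luminescence from relief of DAX-1 repression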
Rev-erbA mod: modulates human Rev-erb alpha binding to DNA; P20393; Rev-erbα–FITC-DNA binding, fluorescence polarization, 90 min; activity, % at 10 µM; hit rate 0.79% among 370,000; AID 1259318;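 active = activity above about 14%, limit read from the data; passing the limit was not always enough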;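 also: 0% = DMSO wells with 35 nM protein and 100% = DMSO wells with 750 nM protein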
DAX1 inh-2: NR0B1 (DAX1) inhibition. inhibition, % at 6.75 µM. HEK293 Gal4-DAX1 luciferase reporter, luminescence. AID 504766. P51843. hit rate 0.99% among 340,000;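 active = inhibition above the mean over all tested compounds plus 3 SD, cut at about 4.2% in these data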;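 also: 0% = DAX1-transfected cells with DMSO and 100% = empty-vector control cells with DMSO; inhibition shows as a rise in luminescence from relieved DAX1 repression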
Target sequence (P51843 207-470 limits assumed): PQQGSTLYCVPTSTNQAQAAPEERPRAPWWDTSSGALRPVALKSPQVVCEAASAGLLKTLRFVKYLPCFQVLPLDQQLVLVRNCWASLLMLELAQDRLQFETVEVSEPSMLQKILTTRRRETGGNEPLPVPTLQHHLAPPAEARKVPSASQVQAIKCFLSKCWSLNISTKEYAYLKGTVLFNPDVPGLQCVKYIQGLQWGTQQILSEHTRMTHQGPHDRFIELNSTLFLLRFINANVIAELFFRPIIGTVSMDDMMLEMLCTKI
ssDAF-12 act: S. stercoralis DAF-12 activation, primary screen; HEK293 ssDAF-12/GRIP1 lit1-tk-luc reporter, luminescence; % of 3 µM dafachronic acid response; activation, % at 6.8 µM; hit rate 1% among 370,000; AID 652126;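 active = activation above the mean over all tested compounds plus 3 SD, cut at about 0.9% in these data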;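 also: 0% = DMSO-only wells and 100% = 3 µM delta7-dafachronic acid wells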
FXN GAA850 act: frataxin GAA850 promoter activation; hit rate 0.56% among 360,000; AID 540364; activation, % at 6 µM; HEK293 lucGAA850 FXN promoter luciferase reporter, 24 h; percent of 10 µM SAHA response;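 active = activation above the average of all compounds screened plus 3 SD, cutoff fixed separately per campaign, cut at about 7.5% in these data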;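 also: 0% = DMSO wells and 100% = 10 µM SAHA wells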
SMARCA2 act: activators of SMARCA2 function. MG213 cells, MMTV-luciferase reporter, dexamethasone, overnight. activation, % at 9.1 µM. hit rate 1% among 370,000. AID 652017; in the data active = activation above about 7.8%;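 also: 0% = vehicle wells and 100% = reference activator wells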
PG9 binder: binds the HIV-1 gp120 antibody PG9. inhibition, % at 6.7 µM. TR-FRET gp120-PG9 antibody binding. hit rate 0.43% among 360,000. AID 624416; in the data active = inhibition above about 8.5%
PLCb3 inh: blocks human PLC-beta3 enzyme activity | Purified PLC-beta3, fluorogenic substrate, fluorescence | Q01970 | hit rate 0.18% among 370,000 | AID 720704 | inhibition, % at 12.2 µM; in the data active = inhibition above about 11%;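 also: 0% = median of compound wells on plate and 100% = full blocker control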
sPLA2-III inh: Blocks human group III sPLA2 activity; QFRET BODIPY PC-A2 liposome hydrolysis, fluorescence; Q9NZ20; hit rate 0.56% among 370,000; AID 743126; inhibition, % at 12.2 µM;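 active = inhibition above mean plus 3 SD of compounds lying within the high and low control bounds, cut at about 19% in these data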;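 also: 0% = median of test compound wells and 100% = no enzyme DMSO wells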
Target sequence (Q9NZ20 whole entry, looked up): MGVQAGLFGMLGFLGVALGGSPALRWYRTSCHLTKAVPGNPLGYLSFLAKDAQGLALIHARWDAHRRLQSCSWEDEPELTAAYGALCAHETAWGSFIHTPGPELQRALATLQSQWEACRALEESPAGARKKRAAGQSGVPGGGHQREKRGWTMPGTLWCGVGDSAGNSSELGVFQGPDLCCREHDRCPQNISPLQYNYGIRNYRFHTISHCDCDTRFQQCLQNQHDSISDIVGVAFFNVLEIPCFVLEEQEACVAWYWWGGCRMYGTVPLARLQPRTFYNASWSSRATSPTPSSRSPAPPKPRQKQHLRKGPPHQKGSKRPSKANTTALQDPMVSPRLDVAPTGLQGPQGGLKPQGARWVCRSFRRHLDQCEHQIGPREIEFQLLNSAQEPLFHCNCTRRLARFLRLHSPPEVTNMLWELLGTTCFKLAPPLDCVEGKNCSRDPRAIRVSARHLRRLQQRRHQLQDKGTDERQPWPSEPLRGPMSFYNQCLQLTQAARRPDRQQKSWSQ
Active calls of the source: *; i = inactive; x = no result given.

SMILES | hgDAF12 agonist | hcDAF12 agonist | DAX1 inh-1 | Rev-erbA mod | DAX1 inh-2 | ssDAF-12 act | FXN GAA850 act | SMARCA2 act | PG9 binder | PLCb3 inh | sPLA2-III inh
COc1ccc(C2NC(=S)NC(O)(C(F)(F)F)C2C(=O)c2cccs2)cc1 (stereo not given) | -1.7 | 2.9 | 0.1 | 4 | 2.1 | -1.0 | -0.4 | -3 | -2.4 | 5 | 19
O=C(c1cccc(C(F)(F)F)c1)N1CC[C@H]2[C@H](CCCN2Cc2ccccc2)C1 | -1.4 | -0.9 | -0.9 | -1 | x | -0.7 | x | -1 | x | 3 | -1
Cc1ccc(NC(=O)Cc2cccc(F)c2)c(S(=O)(=O)N2CCOCC2)c1 | 1.4 | -1.1 | -1.1 | -9 | x | -0.6 | x | -5 | x | -2 | -2
COc1c(C(=O)NNC(=O)c2ccccc2)csc1Br | 5.6 | 4.0 | 1.0 | 6 | 3.2 | 0.8 | -0.4 | 16* | -1.0 | -4 | -1
COC(=O)c1c(N)[nH]c(C(=O)c2ccccc2)c1-c1ccccc1Br | 4.9 | -1.4 | 0.5 | 6 | x | -1.2 | x | -6 | -1.4 | -15 | 5
C=CCn1c(SCC(=O)c2c(N)n(C)c(=O)n(C)c2=O)nc2sc(C)c(C)c2c1=O | -1.7 | 1.8 | 0.7 | -2 | 3.1 | -1.5 | -0.5 | 2 | -0.3 | 5 | -2
O=C(Nc1ccc(Cl)cn1)c1ccccc1-c1ccccc1 | 0.2 | -0.6 | -1.3 | 7 | 1.1 | -0.9 | 0.2 | 0 | 0.3 | 4 | 0
O=C1C[C@@H]2c3c(cccc3CN1Cc1ccccc1Br)C[C@@H](O)[C@H]2O | 0.4 | -1.9 | 0.1 | 3 | 0.5 | -1.7 | 0.9 | 1 | -0.5 | 2 | 1
COC(=O)c1cc2occc2n1Cc1cccc(C)c1 | -1.2 | -1.1 | 0.0 | 4 | -0.2 | -1.6 | -0.1 | -2 | -0.5 | -5 | -5
CC(C)NC(=S)N1CCN(S(=O)(=O)c2cccc(C(F)(F)F)c2)CC1 | 1.7 | -3.1 | -0.3 | -5 | 0.6 | -1.6 | 1.8 | -1 | -0.9 | 3 | 7
CCC1(c2ccc(F)cc2)NC(=O)N(CC(=O)Nc2ccccc2Cl)C1=O (stereo not given) | -0.7 | -0.2 | -0.2 | -1 | -0.2 | -1.0 | -0.5 | 0 | -0.7 | -6 | -4
Cn1c(=O)n(C)c2cc(/C=N/NC(N)=S)ccc21 | 1.6 | -0.8 | 0.1 | -1 | 0.6 | 0.0 | 1.4 | -2 | -0.9 | 0 | 7
CC(=O)Nc1ccc2c(c1)Cc1ccc(Cl)cc1-2 | 8.6 | 3.5 | 0.6 | 0 | 2.2 | -0.3 | 1.7 | 1 | -1.2 | -2 | -7
CC(C(=O)NC1(C#N)CCCCC1)N(C)CC(=O)Nc1ccc(Cl)c(Cl)c1 (stereo not given) | -1.1 | -0.8 | -0.8 | 10 | -0.4 | -1.4 | 0.8 | -4 | 2.5 | -2 | -16
O=C(NCN1CCOCC1)c1cnccn1 | 2.9 | 0.4 | 0.0 | 3 | 1.3 | -1.2 | 0.5 | -1 | -1.2 | -7 | 0
O=C(CCCc1ccccc1)NCc1ccc(F)cc1 | -2.4 | -2.6 | -0.3 | 3 | -0.6 | -0.4 | 1.7 | 2 | -0.9 | 3 | 2
CN(c1ccccc1C(=O)Nc1cccnc1)S(C)(=O)=O | 1.7 | -1.6 | 0.4 | -6 | 0.9 | -1.1 | 2.2 | 1 | 1.6 | 1 | -2
COc1ccc(CCn2c(S)nc3ccccc3c2=O)cc1 | 0.7 | 0.8 | 0.0 | 37* | 0.6 | -0.6 | 1.9 | -3 | 24* | -3 | 9
O=[N+]([O-])c1ccc(Cl)c(S(=O)(=O)Nc2cccc(-c3ccc(N4CCOCC4)nn3)c2)c1 | 6.0 | 2.4 | 5.5* | -5 | -1.5 | -0.7 | 0.4 | 2 | -1.2 | -4 | -28
CCOC(=O)CNc1c(-c2ccc(Cl)cc2)nc2cnccn12 | 1.6 | -1.0 | 1.1 | -2 | -0.4 | -1.1 | -0.6 | 0 | 0.1 | i | 4
O=C(CCCN1C(=O)c2ccccc2C1=O)Nc1ccccc1C(=O)N1CCOCC1 | 5.0 | -0.6 | 0.0 | -3 | 1.6 | -1.4 | 1.8 | 2 | -2.4 | -1 | -1
CCOc1ccc(S(=O)(=O)N2CCCCC2)cc1NC(=O)C1CCCC1 | -0.3 | -0.9 | -1.0 | -6 | 0.9 | -1.1 | 0.3 | 1 | -2.1 | 3 | -5
CCCCCCN1CCN(C2CN(Cc3cn(Cc4ccccc4)nn3)S(=O)(=O)C2)CC1 (stereo not given) | -0.1 | -0.2 | 0.3 | 4 | x | -1.5 | x | -5 | 0.0 | 2 | 0
CCOC(=O)CC1COc2ccccc2N1C(=O)c1ccc(F)cc1 (stereo not given) | -2.5 | -1.5 | -0.3 | 6 | 0.3 | -2.0 | 2.4 | 3 | -1.3 | 0 | -1
CCOc1ccc(NC(=O)CN(C)C(=O)c2cccnc2Sc2ccc(C)c(C)c2)cc1OCC | -0.1 | -2.4 | -2.4 | 1 | -1.2 | -0.6 | 5.6 | 2 | -1.3 | -3 | -7
COc1ccc(C2CC(=O)C(c3ccc4ccccc4c3)=CN2Cc2ccccc2)cc1 (stereo not given) | 3.5 | -0.6 | -0.9 | 6 | x | -0.6 | x | -2 | -1.1 | -100 | -2
COc1ccc(CN2CC(=O)N(c3ccc(C)cc3)C2=S)cc1OC | -2.0 | 1.5 | 0.4 | -7 | 0.6 | -1.5 | 3.7 | -1 | 2.9 | -1 | -63
O=C1N=C(N2CCN(c3ccccc3)CC2)S/C1=C\c1cn[nH]c1-c1ccccc1 | -2.4 | -3.3 | -0.9 | -6 | -1.9 | -2.1 | -6.4 | -1 | 0.2 | -8 | -16
CCN(N=O)c1ccc(C=C2C=Cc3ccccc32)cc1 | 19* | 5.8* | 6.6* | -5 | 3.2 | -0.1 | 3.4 | -3 | 4.2 | -1 | -10
CCc1ccc(C(=O)OCC(=O)NCC(F)(F)F)cc1 | -0.5 | -0.4 | 0.1 | 10 | 1.6 | -1.9 | 0.6 | 0 | 1.5 | 0 | 2
C[C@@H]1CC[C@@]2(OC1)O[C@H]1C[C@H]3[C@@H]4CC=C5C[C@@H](O)[C@H](O)C[C@]5(C)C4CC[C@]3(C)[C@H]1[C@@H]2C (stereo not given in full) | 2.9 | -1.3 | 0.5 | -2 | 0.6 | -1.2 | -1.1 | 1 | -1.3 | -11 | -3
O=[N+]([O-])/C(=C\Nc1ccc(F)cc1F)S(=O)(=O)c1ccccc1 | 1.1 | 0.9 | 0.2 | -1 | -0.1 | -1.4 | -0.6 | -2 | -0.7 | -6 | 2
C=CCSc1nc(C)c2cc(C)cc(C)c2n1 | -0.3 | 3.6 | 0.4 | 1 | 1.7 | -0.4 | 1.4 | -2 | 1.6 | -5 | -3
Cc1ccc(C(=O)Nc2cccc(NC(=O)c3ccc(C)o3)n2)o1 | 1.3 | 3.5 | 0.1 | 2 | 0.8 | -0.5 | 1.0 | 0 | -1.6 | -33 | -7
CN1/C(=C/c2cccc[n+]2CCO)Sc2ccccc21 | 1.4 | -0.7 | 0.3 | 3 | 0.5 | -1.1 | -0.6 | -4 | 1.1 | -6 | 8
O=C(COc1ccccc1Cl)Nc1ccccc1C(=O)N1CCOCC1 | 1.8 | -1.3 | -0.3 | 3 | 1.4 | -0.8 | 2.5 | 2 | -0.6 | -7 | 6
O=C(CSc1nc2ccccc2c(=O)n1NC(=O)Cc1ccccc1)NCc1ccco1 | -0.8 | -2.5 | 0.0 | -1 | 0.1 | -1.0 | -1.5 | -4 | 1.1 | -2 | 4
Cc1nc2ccccc2c(=O)n1NC(=O)c1cccc(Cl)c1 | -0.8 | -0.4 | -0.2 | -3 | 1.1 | -0.3 | 0.3 | 0 | -0.7 | -5 | -3
O=C(Nc1cccc(NC(=O)c2ccc(-c3cccc(Br)c3)o2)c1)c1ccco1 | -0.2 | -2.7 | -1.0 | -1 | -1.8 | -1.7 | -4.9 | 2 | -0.6 | -82 | -15
Cn1c(SCC(=O)NCc2ccc3c(c2)OCO3)nnc1C1COc2ccccc2O1 (stereo not given) | 1.1 | -0.3 | -0.2 | -1 | 0.8 | -0.3 | 0.2 | 4 | 0.6 | -1 | 2
Cc1ccc(-c2cc(-c3ccc4c(c3)OCO4)c(C#N)c(N)n2)o1 | 0.3 | -2.2 | -1.6 | -3 | 1.7 | -1.3 | -2.2 | -1 | 1.0 | -410 | -4
O=C(O)c1ccc(/C=N\Nc2ccccn2)cc1 | 8.5 | 6.5* | 1.1 | 2 | 2.7 | -0.1 | 4.6 | 3 | -0.1 | -3 | 2
CCOc1cccc(C(=O)Nc2cccc(C(=O)NC(C)(C)C)c2)c1 | 1.8 | -1.0 | -0.5 | 6 | -1.4 | -1.0 | 0.5 | 0 | -0.9 | 1 | -4
O=[N+]([O-])c1cccc(N=Cc2ccccc2)c1 | -0.1 | 0.0 | -2.0 | -4 | -0.6 | -0.7 | -0.4 | -4 | 1.0 | 3 | 7
CCC(NC(=O)c1ccccc1NC(=O)c1ccccc1)C(=O)NNC(=O)c1cccnc1 (stereo not given) | -1.4 | 1.2 | 0.3 | -1 | 1.1 | -1.0 | 1.6 | -3 | -2.9 | -7 | 0
C/C(CC(=O)N1CCCC1)=N\NC(=O)c1cc2ccccc2cc1O | -0.6 | -2.6 | -0.2 | -2 | -0.1 | -1.8 | 1.2 | -3 | 0.3 | -52 | -1

One compound at a time, as listed above. Screens in order: hgDAF12 agonist | hcDAF12 agonist | DAX1 inh-1 | Rev-erbA mod | DAX1 inh-2 | ssDAF-12 act | FXN GAA850 act | SMARCA2 act | PG9 binder | PLCb3 inh | sPLA2-III inh
`O=C(O)c1ccc(/C=N\Nc2ccccn2)cc1` across the screens: 8.5 | 6.5* | 1.1 | 2 | 2.7 | -0.1 | 4.6 | 3 | -0.1 | -3 | 2
`O=[N+]([O-])c1cccc(N=Cc2ccccc2)c1` across the screens: -0.1 | 0.0 | -2.0 | -4 | -0.6 | -0.7 | -0.4 | -4 | 1.0 | 3 | 7
`Cc1ccc(-c2cc(-c3ccc4c(c3)OCO4)c(C#N)c(N)n2)o1` across the screens: 0.3 | -2.2 | -1.6 | -3 | 1.7 | -1.3 | -2.2 | -1 | 1.0 | -410 | -4
`C/C(CC(=O)N1CCCC1)=N\NC(=O)c1cc2ccccc2cc1O` across the screens: -0.6 | -2.6 | -0.2 | -2 | -0.1 | -1.8 | 1.2 | -3 | 0.3 | -52 | -1
`CCOc1cccc(C(=O)Nc2cccc(C(=O)NC(C)(C)C)c2)c1` across the screens: 1.8 | -1.0 | -0.5 | 6 | -1.4 | -1.0 | 0.5 | 0 | -0.9 | 1 | -4

Assay outcomes (PubChem BioAssay)

Random draw from the library; any-hit rate near 7%.
